Tau fibril FP = inhibitors of human tau fibril formation | Potency, µM (titrated, usually from 57.7 µM), without a hit: at the highest dose activity, negative = inhibition, usual class: inhibitors | hit rate 0.39% among 280,000 | K18 P301L tau heparin fibrillization, Alexa594 FP, 6 h | AID 1468 | P10636; note: potency is the fitted concentration of half-maximal effect; % is set by controls: 0 for no effect and ±100 for the full control effect; nearly all actives have a fitted effect of over 55% in size
Target sequence (P10636 561-689 P618L limits assumed): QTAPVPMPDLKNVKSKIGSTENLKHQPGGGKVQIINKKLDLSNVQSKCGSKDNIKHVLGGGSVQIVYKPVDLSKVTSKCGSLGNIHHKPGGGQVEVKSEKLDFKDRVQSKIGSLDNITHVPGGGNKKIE
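Recombinant K18 P301L […], labeled with Alexa 594 at 0.24 uM over 15 uM unlabeled; heparin inducer 20 uM final; 37 C, 6 hr; FP endpoint.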
Tau fluor counter = counter-screen for tau fibril formation inhibitors. tau K18 P301L Alexa594 fluorescence, heparin fibrillization. Potency, µM (top dose mostly 57.7 µM), without a hit: at the highest dose activity change, negative = decrease. hit rate 0.93% among 280,000. AID 1463; note: potency is the fitted concentration of half-maximal effect; % is set by controls: 0 for no effect and ±100 for the full control effect; nearly all actives have a fitted effect of over 55% in size
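Human tau K18 P301L (15 uM unlabeled, 0.24 uM Alexa 594-labeled) in 100 mM sodium acetate pH 7 with 20 uM heparin, 6 hr at 37 C. ThT 30 uM added, 1 hr ambient; Alexa 594 FP and total fluorescence read at 555/632 nm.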
GLA spleen mod = inhibitors or activators of human alpha-galactosidase in spleen homogenate; human spleen homogenate, 4MU-alpha-Gal fluorescence, 40 min; hit rate 0.008% among 240,000; Potency, µM (titrated, usually from 80 µM), inactives show top-dose activity change, negative = inhibition, hits mostly inhibitors; P06280;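 note: potency is the fitted concentration of half-maximal effect; 0% = enzyme with vehicle and -100% = no enzyme basal signal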
Target sequence (P06280 32-429 limits assumed): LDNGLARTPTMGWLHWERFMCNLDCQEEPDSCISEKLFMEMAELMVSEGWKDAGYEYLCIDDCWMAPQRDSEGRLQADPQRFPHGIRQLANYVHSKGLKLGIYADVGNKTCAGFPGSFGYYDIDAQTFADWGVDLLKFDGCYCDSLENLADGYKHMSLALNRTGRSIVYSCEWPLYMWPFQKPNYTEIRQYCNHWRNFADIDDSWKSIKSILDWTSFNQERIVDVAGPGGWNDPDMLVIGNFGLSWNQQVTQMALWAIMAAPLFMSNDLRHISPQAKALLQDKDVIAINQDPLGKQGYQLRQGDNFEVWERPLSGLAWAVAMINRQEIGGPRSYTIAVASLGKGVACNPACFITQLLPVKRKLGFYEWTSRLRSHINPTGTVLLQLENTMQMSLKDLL
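qHTS titration in buffer at pH 5.0. Alpha-galactosidase activity in spleen homogenate was measured via 4-methylumbelliferone release from 1 mM fluorogenic substrate after 40 min at 37C and a pH 10 stop. AC50 came from Hill fits of control-normalized data.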
NPSR antagonist = blocks cAMP signaling of the human neuropeptide S receptor; Q6W5P4; CHO-NPSR cells, cAMP TR-FRET, antagonist mode; Potency, µM (top dose mostly 38.3 µM), for the others: at the highest dose activity change, negative = inhibition, usual class: inhibitors; hit rate 1% among 220,000; note: potency is the fitted concentration of half-maximal effect; % is set by controls: 0 for no effect and ±100 for the full control effect; nearly all actives have a fitted effect of over 50% in size; many of its hits are not listed in these tables
Target sequence (Q6W5P4 whole entry, looked up): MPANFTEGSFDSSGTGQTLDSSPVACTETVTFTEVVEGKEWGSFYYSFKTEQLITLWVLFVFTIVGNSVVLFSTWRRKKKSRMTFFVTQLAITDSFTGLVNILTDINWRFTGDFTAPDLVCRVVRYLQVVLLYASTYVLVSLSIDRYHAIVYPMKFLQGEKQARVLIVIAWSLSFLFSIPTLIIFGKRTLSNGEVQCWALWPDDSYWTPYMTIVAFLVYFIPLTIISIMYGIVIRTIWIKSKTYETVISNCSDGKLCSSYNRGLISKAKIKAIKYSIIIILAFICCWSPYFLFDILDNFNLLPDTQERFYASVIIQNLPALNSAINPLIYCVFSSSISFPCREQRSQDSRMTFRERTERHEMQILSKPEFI
TRb SRC2 PPI = disrupts binding of human TR beta to SRC2. TRbeta-SRC2 peptide binding, fluorescence polarization; receptor liganded with 1 µM T3. Potency, µM (doses to about 106 µM), inactives show top-dose activity change, negative = inhibition, usual class: inhibitors. hit rate 0.065% among 280,000;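 note: potency is the fitted concentration of half-maximal effect; plate controls were bound peptide for no effect and peptide without receptor for full effect; nearly all actives have a fitted effect of over 50% in size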
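Read-out is fluorescence polarization (555 nm excitation, 632 nm emission) of a Texas Red SRC2 coactivator peptide; loss of signal reflects blocked binding to human TRb ligand-binding domain in the presence of 1 uM T3.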
Epigenetic reg = epigenetic control regulation, reporter derepression. murine LDR cells, GFP reporter derepression, 30 h. Potency, µM (series often up to 53.9 µM), inactives show top-dose GFP activation, hits mostly activators. hit rate 0.2% among 280,000. AID 1865; note: potency is the fitted concentration of half-maximal effect; % of control where 0% means no effect; nearly all actives have a fitted effect of over 60% in size
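Readout is the number of GFP-expressing murine LDR cells, counted by cytometry following washing. Cells were treated with compound for 30 h at 37 C; the stably integrated CMV-GFP locus is normally silent.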
TR SRC2 fluor cs = Texas Red fluorescence interference in TRb-SRC2 counter-screen; Potency, µM (series often up to 106 µM), for inactives: top-dose fluorescence change, negative = quenching; AID 1479; TRb/SRC2 Texas Red total fluorescence interference; hit rate 0.29% among 280,000; active = well fitted curve in either direction with a large enough effect; inconclusive = small, poorly fitted or top-dose-only effect; note: potency is the fitted concentration of half-maximal effect; % is set by controls: 0 for no effect and ±100 for the full control effect
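Flags fluorescent or light-absorbing compounds by total fluorescence, S + 2P, at 555 nm excitation and 632 nm emission. Mixture: 20 nM Texas Red SRC2 peptide, 0.6 uM human TRb LBD, 1 uM T3, 5% DMSO; compound exposure 5 h at ambient temperature.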
CBFb RUNX1 block = CBF-beta/RUNX1 interaction disruption; AlphaScreen CBFb-His/RUNX1-biotin binding, biochemical; Potency, µM (series often up to 59.8 µM), for the others: top-dose activity, negative = inhibition, usual class: inhibitors; 230,000 tested, under 10 active; AID 1477; note: % of control where 0% means no effect
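CBF-beta (His) and RUNX1 (biotin), 30 nM each; 20 min preassociation; + compound, 15 min; + beads 50 ng each (Ni, streptavidin), 90 min; RT; AlphaScreen read.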
* = called active by the depositor; ? = inconclusive; nt = not tested or not shown; [ ] = dose if it differs, or a comment. Unless noted, calls come from the whole dose curve; as a rule, active = well fitted curve in the direction sought with a large enough effect; inconclusive = small, poorly fitted or top-dose-only effect, or another doubt; inactive = no such curve, though single readings can be large; an effect the other way counts as inactive or inconclusive.

Order of results: Tau fibril FP | Tau fluor counter | GLA spleen mod | NPSR antagonist | TRb SRC2 PPI | Epigenetic reg | TR SRC2 fluor cs | CBFb RUNX1 block
> O=C(Cn1nnc(-c2ccncc2)n1)Nc1ccc2c(c1)CCC2
  3% | -19% | 11% | -4%[46.1 µM] | 2% | 1.5% | -5% | 6%
> COc1ccc(-c2c(C)nn3c(N4CCC(C(=O)NCCN(C)C)CC4)cc(C)nc23)cc1OC
  ? | -11% | 3% | -23%[46.1 µM] | -5% | -1.1% | -8% | 0%
> Oc1c(N=NC(=S)Nc2ccccc2F)c2ccccc2n1Cc1cccc(Cl)c1
  ? | -22% | -8% | -3% | 5% | -4.3% | -2% | ?
> Cc1onc(NC(=O)c2ccc([N+](=O)[O-])o2)c1Br
  -6% | -5% | -5% | 11%[7.67 µM] | -4% | 0.0% | -2% | 1%
> CC(=O)c1sc(NCCOc2ccc(C)cc2)nc1C
  4% | -4% | 3% | 15% | 0% | -1.5% | 6% | ?
> COc1ccc(Cn2c(C3CC3)nc3ccc(NC(C)=O)cc3c2=O)cc1
  3% | -14% | 6% | 4%[46.1 µM] | -26% | 5.4% | 0% | -3%
> Oc1ccc(NCc2cccc(OCc3ccc(F)cc3)c2)cc1
  ? | ? | 5% | 13% | 11µM* | ? | 16% | -26%
> CCOC(=O)c1cc2c(=O)n3ccccc3nc2n(Cc2ccco2)c1=NC(=O)c1ccc(Br)cc1
  3% | -12% | nt | nt | 5% | ? | 0% | nt
> COc1ccccc1CCN=C(N)NS(=O)(=O)c1cccs1
  0% | 3% | -3% | 2% | -1% | 1.5% | 1% | -1%
> S=c1[nH]nc(Cc2cccs2)n1-c1ccccc1Cl
  4% | -3% | 6% | -2% | -1% | -0.7% | -3% | 7%
> Cc1cnc(C(=O)OCC(=O)N(C(C)C)C(C)C)cn1
  0% | 4% | -15% | 0%[46.1 µM] | -4% | 0.0% | -2% | 8%
> FC(F)(F)c1cccc(NC(=S)NNC(=S)Nc2cccc(C(F)(F)F)c2)c1
  ? | 10µM*[quencher] | 1% | ? | -1% | -1.3% | 2% | 8%
> COc1ccc(NC(=S)NCCCc2ccccc2)cc1
  12% | -29% | 6% | -9% | -6% | 1.1% | -4% | 4%
> COc1ccc(NC(=O)Nc2cccc(C)n2)cc1
  6% | -13% | -3% | -2%[46.1 µM] | 11% | -0.8% | 0% | 4%
> COc1cc(/C=C2\SC(=Nc3ccccc3)N(CCc3c[nH]c4ccccc34)C2=O)ccc1OC(C)C(=O)O (stereo not given)
  -12% | ? | 5% | ? | -1% | -1.9% | -6% | 4%
> N#Cc1nc(COc2ccccc2F)oc1N1CCCCCC1
  5% | -2% | -5% | -8%[46.1 µM] | -13% | -6.3% | -2% | ?
> Cn1ccc2cc(S(=O)(=O)N3CCCN(C(=O)Nc4ccc(Br)cc4)CC3)ccc21
  -12% | -25% | nt | nt | 5% | -1.7% | -6% | nt
> Cc1cc(NC(C)C)n2c(nc3ccccc32)c1C#N
  4% | 0% | 12% | -10% | 5% | 4.5% | -3% | 2%
> Nc1c(C(=O)Nc2ccccc2)sc2nc3c(cc12)CN(Cc1ccccc1)CC3
  6% | -17% | nt | nt | 5% | 5.6% | -12% | nt
> CCCCC(=O)OCc1cn(-c2ccc(Cl)cc2)nn1
  -2% | -9% | -3% | -11%[46.1 µM] | -12% | 0.0% | -2% | 12%
> COc1ccc(CNC(=O)Cc2csc3nc(-c4ccc(F)cc4)cn23)cc1
  -6% | -11% | nt | nt | 1% | 3.4% | -4% | nt
> C=C(C)CN(CC)Cc1c(C(=O)N(C)CCCC)nc2ccccn12
  9% | 7% | -22% | -10% | -1% | -0.2% | -2% | 4%
> CCn1c(=O)c(C(=O)Nc2ncccc2C)c(O)c2ccccc21
  -3% | -5% | -6% | 5% | 6% | 0.9% | -2% | -1%
> COc1ccc2nc(C)c(C(=O)NN)cc2c1
  2% | 4% | 7% | 8% | 3% | -5.0% | -3% | 17%
> COc1ccc(CNC(=O)COC(=O)c2ccc(OCc3c(C)noc3C)cc2)cc1OC
  4% | -3% | 9% | 15% | -1% | -1.5% | -2% | 3%
> COc1ccccc1N1CCN(C(=O)C2CCCN(S(=O)(=O)c3ccc4c(c3)CCCN4C(C)=O)C2)CC1 (stereo not given)
  6% | -6% | nt | nt | -2% | 0.0% | 3% | nt
> CCOC(=O)c1c(C)c(C(=O)NCc2cccnc2)c(C)n1C
  3% | -1% | -11% | -4%[46.1 µM] | -3% | 15% | -1% | -6%
> O=C(CN1C(=O)C2(SCC(=O)N2c2ccccc2)c2ccccc21)NCc1ccccc1 (stereo not given)
  0% | -10% | nt | nt | -6% | -2.2% | -1% | nt
> COC(=O)c1ccc(C2CC(=O)Nc3cc(OC)c(OC)cc32)cc1 (stereo not given)
  2% | -6% | -6% | -25%[46.1 µM] | -3% | 2.8% | 0% | -3%
> COc1ccc(C)cc1NC(=O)CN(c1ccc(F)cc1)S(C)(=O)=O
  -3% | -10% | -11% | -18%[46.1 µM] | -3% | 0.5% | 1% | 1%
> CSC(=Nc1ccccc1)C1=C(O)COC1=O
  9% | 3% | -2% | -3%[46.1 µM] | -14% | -2.0% | 0% | 1%
> COC(=O)c1ccc(C(=O)OC)c(NC(=S)N2CCC(N3CCCCC3)CC2)c1
  -7% | -5% | 5% | 1% | 0% | 1.0% | -1% | 7%
> CCn1cc2nc(SCC(=O)Nc3ccc(C)cc3C)n(Cc3ccc(C)cc3)c(=O)c2n1
  -2% | -12% | nt | nt | 2% | 14% | 1% | nt
> Cc1ccc(C(=O)NCCNc2ccc(Cl)cc2[N+](=O)[O-])o1
  -14% | -25% | -6% | -15%[46.1 µM] | -20% | -2.2% | -2% | -12%
> CN(C)c1ccc(NC(=O)CN2C(=O)CC(c3ccccc3)=Nc3ccccc32)cc1
  3% | -5% | 3% | -24%[46.1 µM] | 1% | 0.7% | -6% | -11%
> COC(=O)C1=C(C)N(Cc2ccco2)C(=O)N[C@@H]1c1ccc(Br)cc1
  -5%[11.6 µM] | -2%[11.6 µM] | 6%[17.5 µM] | nt | 2%[11.2 µM] | nt | 2%[11.2 µM] | -1%[13.1 µM]
> Cc1ccc(C(=O)NCC(=O)OCC(=O)Nc2ncc(C(F)(F)F)cc2Cl)cc1
  10% | 0% | 8% | 16% | 0% | -1.0% | 1% | 3%
> CCOc1ccc(C(=O)c2cn(CC(=O)Nc3ccc(OC)cc3)c3cc4c(cc3c2=O)OCO4)cc1
  1% | -16% | nt | nt | -5% | ? | -1% | nt
> Nc1cc(N)cc(-c2nc3ccccc3[nH]2)c1
  6% | 13µM*[quencher] | 4% | -18%[46.1 µM] | 6% | -4.5% | 2% | ?
> CCOc1nc(NCCN2CCOCC2)nc(Nc2ccc(C)cc2)n1
  -5% | -11% | -11% | 0%[46.1 µM] | -10% | 2.1% | -6% | 1%

Some values from above.
COC(=O)C1=C(C)N(Cc2ccco2)C(=O)N[C@@H]1c1ccc(Br)cc1 in GLA spleen mod: 6%[17.5 µM]
O=C(CN1C(=O)C2(SCC(=O)N2c2ccccc2)c2ccccc21)NCc1ccccc1 (stereo not given) in Epigenetic reg: -2.2%

Next part
Order of results: Tau fibril FP | Tau fluor counter | GLA spleen mod | NPSR antagonist | TRb SRC2 PPI | Epigenetic reg | TR SRC2 fluor cs | CBFb RUNX1 block
> CCCCn1c(SCc2ccc(Cl)cc2)nc2c1c(=O)[nH]c(=O)n2C
  2% | 0% | -4% | -22%[46.1 µM] | 0% | -0.8% | -2% | 11%
> CCOC(=O)N1CCN(C(=O)/C(=C/c2ccc(OC)cc2)NC(=O)c2ccccc2)CC1
  5% | -2% | 11% | -12%[46.1 µM] | -4% | -1.9% | 3% | 0%
> Cc1ccc(C(C(=O)NC2CCCCC2)N(CC2CCCO2)C(=O)CNC(=O)c2cccs2)cc1 (stereo not given)
  -3% | 0% | 7% | 8%[46.1 µM] | -9% | -1.1% | -4% | 4%
> O=C(Nc1ccc(Cl)cc1)N1N=CCC1c1ccccc1 (stereo not given)
  0% | -10% | -2% | 2% | 2% | 1.0% | 0% | 7%
> Cc1ccc(N(CC(O)Cn2c3ccccc3c3ccccc32)S(=O)(=O)c2ccc(F)cc2)cc1 (stereo not given)
  -10% | ? | nt | nt | 9% | 17% | -4% | nt
> CC(=O)N1CCC(=NNS(=O)(=O)c2cccc([N+](=O)[O-])c2)CC1
  -9% | -14% | -9% | 7%[46.1 µM] | 1% | -0.2% | -7% | -6%
> c1cncc(-c2nc(NCc3ccc4c(c3)OCO4)c3ccccc3n2)c1
  ? | ? | -9% | ? | 2% | -2.4% | -4% | -9%
> COc1ccc(NC(C)=O)cc1S(=O)(=O)N1CCc2ccccc21
  -1% | -7% | 0% | -14% | -3% | -5.0% | 1% | 1%
> CCCCOCCCNC(=O)c1ccc(OC)cc1
  -5% | -6% | 4% | -1%[46.1 µM] | -2% | -1.7% | 2% | -4%
> O=c1[nH]nc(-c2ccc(F)cc2)cc1Cc1ccccn1
  0%[0.0958 µM] | 0%[0.0958 µM] | 3% | 11% | 2% | 1.8% | -1% | 6%
> O=C(CC1CCS(=O)(=O)C1)Nc1ccc[nH]c1=O (stereo not given)
  8% | 8% | 14% | 20%[46.1 µM] | -6% | 0.9% | 1% | -2%
> CCOC(=O)C1(CCOc2ccccc2)CCN(Cc2cccs2)CC1
  5% | -3% | -8% | 3% | -1% | -5.4% | 2% | 9%
> Cc1cc(C)n(-c2cc(Cl)ccc2[N+](=O)[O-])n1
  -5% | 8% | -1% | 12% | 7% | 2.1% | 1% | -3%
> CCCCCCOc1ccc(OC(=O)c2ccncc2)cc1
  6% | -1% | 3% | -4%[46.1 µM] | -10% | -0.8% | -2% | 2%
> Cc1c(C(=O)Nc2ccc3oc(-c4cccnc4)nc3c2)oc2ccccc12
  -9% | -16% | -6% | 2%[46.1 µM] | -22%[53 µM] | 1.9% | 1%[53 µM] | -6%
> O=C(NC1(C(F)(F)F)C(=O)Nc2c1c(=O)[nH]c(=O)n2CCc1ccccc1)c1ccc(Cl)cc1 (stereo not given)
  0% | -6% | nt | nt | 0% | -0.4% | 2% | nt
> O=c1[nH][nH]c(-c2ccccc2)c1C=Nc1ccc(F)cc1F
  -9% | -6% | -7% | -16% | 0% | 1.0% | -2% | 10%

Bioassay records as filed in PubChem.

An excerpt (hit frequency here may not be typical).
